XIAP displacement: XIAP antagonists, biochemical, IAP family, fluorescence polarization (AID 1018); displacement, % at 20 µM; hits with a dose series show IC50 in µM; XIAP BIR domain, fluorescence polarization peptide displacement; higher % means a stronger effect; 200,000 tested, 0.007% active; in the data active = displacement above about 50%; also: a part of the inactive calls stands beside numbers as strong as those of hits
West Nile virus CPE: West Nile virus antiviral activity, cell-based, CPE readout (AID 1621) | 290,000 tested, 0.02% active | CPE inhibition, % at 10 µM, or IC50 in µM where a hit was titrated | West Nile virus-infected cells, CPE inhibition; higher % means a stronger effect; in the data active = a potency from the dose series; inconclusive = CPE inhibition mostly from about 3.7% at the one dose, without a potency; inactive = the rest, 99 in 100 with CPE inhibition below about 2.2%; also: strong numbers were not always called active
Yfh1-depleted yeast: enhancers of respiration in Yfh1-depleted yeast, dose response, Friedreich's ataxia, plus single-dose screen (AID 1465) | S. cerevisiae Yfh1-off respiration, WST-1 reduction, 72 h; higher fold induction means a stronger effect | one-dose fold induction at 50 µM; EC50 in µM for titrated hits | 220,000 tested, 0.074% active;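 active = fold induction of absorbance versus untreated yeast above a set limit, then at least 30% activation at any dose in follow-up; inconclusive = repeats straddling the limit, or above it without dose testing; inactive = fold induction below the set limit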;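 also: activators that raise dye reduction in frataxin-depleted yeast; strong numbers were not always called active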
K1F lysis inhibition: inhibition of K1F phage lysis, E. coli UTI89, bacterial capsule biogenesis inhibitors, alamar blue (AID 488966); E. coli UTI89 K1F phage lysis, alamar blue, 2 h; higher % means a stronger effect; inhibition, % at 100 µM, or IC50 in µM where a hit was titrated; 340,000 tested, 0.02% active;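 active = phage lysis inhibition, versus mean bacterial control, above a set limit; inconclusive = no clear call, values can overlap the other calls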;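 also: capsule biogenesis inhibitors block K1F phage lysis so surviving cells raise fluorescence; higher fluorescence means more inhibition of phage lysis; actives were called in the ten point dose series up to 300 µM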
WT yeast gro inh: growth inhibition of WT strain, primary screen, mitochondrial fusion inhibitor project, WT and mutant strains, chemical genetic; 190,000 tested, 2.1% active; AID 1362, 2008; inhibition, % at 10 µM; mitochondrial fusion phenotypic screen; in the data active = inhibition above about 58%; tested in S. cerevisiae
Large T inhibition: SV40 large T antigen inhibitors, biochemical (AID 1903) | SV40 large T antigen ATPase/helicase inhibition assay; higher % means a stronger effect | 310,000 tested, 0.39% active | inhibition, % at 20 µM; hits with a dose series show IC50 in µM; in the data active = a potency from the dose series; inconclusive = inhibition mostly from about 32% at the one dose, without a potency; inactive = the rest, 99 in 100 with inhibition below about 32%; also: strong numbers were not always called active
RSV CPE inhibition: RSV antiviral activity via CPE protection, HEp-2 cells, primary 10 µM value included (AID 2391); 310,000 tested, 0.13% active; one-dose CPE inhibition, % at 10 µM; IC50 in µM for titrated hits; HEp-2 cells, RSV-induced CPE inhibition; higher % means a stronger effect; in the data active = a potency from the dose series; inconclusive = CPE inhibition mostly from about 23% at the one dose, without a potency; inactive = the rest, 99 in 100 with CPE inhibition below about 21%; also: strong numbers were not always called active
Dengue-2 NS5 capping: Dengue-2 NS5 methyltransferase inhibitors, primary screen, biochemical, confirmation dose response (AID 588689) | 340,000 tested, 0.3% active | Dengue-2 NS5 methyltransferase capping enzyme assay, biochemical; higher % means a stronger effect | Genome polyprotein (Dengue virus type 2 (strain 16681-PDK53)) | inhibition, % at 25 µM; hits with a dose series show IC50 in µM; in the data active = a potency from the dose series; inconclusive = inhibition above about 29% without an active follow-up result
CSM14.1 death rescue: rescue of cells from ER stress-induced death, primary screen, 384-well, CSM14.1, thapsigargin, ATP luminescence (AID 1222). 190,000 tested, under 10 active. cellular ATP content (survival), % at 20 µM, or EC50 in µM where a hit was titrated. CSM14.1 thapsigargin-induced death rescue, ATP luminescence; higher % means a stronger effect;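 active = EC50 below 50 µM in the dose-response confirmation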;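 also: death triggered by thapsigargin at about 15 µM added after 2 h compound pretreatment; cell ATP read after overnight thapsigargin exposure of roughly 18 to 22 hours; normalized against plate controls of thapsigargin alone and 5% DMSO vehicle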
WT yeast gro inh mutant strain: recorded beside WT yeast gro inh, whose call it bears; inhibition, %; mitochondrial fusion phenotypic screen, mutant strain inhibition
Dengue-2 NS5 capping pilot replicate: also measured in Dengue-2 NS5 capping; calls as there; inhibition, %; measured here: pilot screen replicate inhibition
Numbers without * were called inactive; i = inactive; ? = inconclusive; nt = not tested or not shown; [ ] = dose if it differs, or a comment.

SMILES	XIAP displacement	West Nile virus CPE	Yfh1-depleted yeast	K1F lysis inhibition	WT yeast gro inh	WT yeast gro inh mutant strain	Large T inhibition	RSV CPE inhibition	Dengue-2 NS5 capping	CSM14.1 death rescue	others
CC1=C(C)C(OCCCl)N(c2cc(O)c(Cl)cc2F)C1=O (stereo not drawn)	nt	-0.2%	i	-0.3%	nt	nt	9%	1.4%	-1%	nt
Cc1cc(C(=O)N2CCCC(C(=O)c3cccc(C(F)(F)F)c3)C2)nc(C)n1 (stereo not drawn)	-4.5%	-1.1%	i	-0.9%	-6	-18	2%	3.4%	-7%	-0.5%
Cc1cccc(Nc2nc(N3CCCC3)nc(N3CCCC3)n2)c1	-3.2%	0.3%	i	2.2%	46	25	-2%	nt	-1%	-0.9%
O=C(Nc1ccccc1)c1ccc(NCCN2C(=O)CCC2=O)c([N+](=O)[O-])c1	-6.2%	-0.1%	i	0.2%	-6	-8	5%	1.7%	-5%	-1.2%
N/C(=N\c1nc2c(c(=O)[nH]1)CCCC2)Nc1ccccc1	-8.7%	0.9%	i	1.9%	27	-11	-2%	2.4%	-1%	-1.1%
Oc1ccc(Cl)cc1-c1cc(-c2cccc(Br)c2)n[nH]1	-8.9%	?	i	-0.3%	82*	69*	2%	11%	-4%	-3.0%
CCN(CC)C(=S)Sc1c(-c2ccccc2)c2cc(Cl)ccc2[nH]c1=O	-3.9%	0.1%	i	-0.5%	25	13	13%	5.5%	-5%	0.5%
O=C(Cn1cnc2ccc(Cl)cc2c1=O)c1cccs1	-1.4%	-0.3%	i	1.7%	-7	-25	1%	-0.2%	2%	0.2%
CCOc1ccc(CN(C(=O)c2oc3ccccc3c2C)C2CCS(=O)(=O)C2)cc1 (stereo not drawn)	1.5%	-0.7%	i	-1.4%	6	4	35%	1.9%	-6%	0.2%
COc1ccc(NC(=O)CSc2nc(C3CC3)nc3ccccc23)cc1	nt	2.0%	nt	0.5%	nt	nt	-2%	1.8%	2%	nt
CCCOc1ccc(N2C(=O)CC(N(C(=O)c3ccco3)c3ccc(OCCC)cc3)C2=O)cc1 (stereo not drawn)	-0.6%	0.3%	i	9.0%	-3	-6	37%	1.4%	-1%	0.4%
O=C(O)C(Cc1ccccc1)N1C(=O)/C(=C/c2cccnc2)SC1=S (stereo not drawn)	nt	0.0%	i	1.6%[50 µM]	nt	nt	2%	1.1%	8%	nt
COc1ccc(OC)c(Nc2nc(-c3c(C)nc4ncccn34)cs2)c1	nt	0.0%	nt	-0.1%	nt	nt	20%	13%	1%	nt
COc1cc2ccccc2cc1C(=O)Nc1ccc(CN2CCOCC2)cc1	nt	-0.5%	nt	0.3%	nt	nt	3%	6.0%	-1%	nt
CCc1nn(C(C)C(=O)NC(C)CCc2ccco2)c(=O)c2cc3occc3n12 (stereo not drawn)	-0.7%	-0.2%	i	-0.1%	8	10	18%	45%	4%	-4.9%
COc1cccc(NC(C)C(=O)Nc2cc([N+](=O)[O-])ccc2Cl)c1 (stereo not drawn)	-6.7%	-1.2%	i	0.3%	-3	-21	6%	1.0%	-6%	-0.7%
Cn1c(/C(C#N)=C(\O)CN2CCN(Cc3ccccc3)CC2)nc2ccccc21	-1.0%	-0.6%	i	-0.5%	-3	-13	24%	1.9%	-1%	-0.8%
CCOC(=O)C1=C(c2ccccc2)NC(SCC(=O)NC2CCCCC2)=C(C#N)C1c1ccco1 (stereo not drawn)	-5.3%	0.6%	i	-0.1%	-3	-3	8%	?	-4%	-3.7%
O=C(c1cccnc1)C1Cc2ccccc2C1=O (stereo not drawn)	nt	1.1%	i	0.4%	nt	nt	4%	2.0%	-9%	nt
Cc1nc2ccc(C(=O)N3CCN(c4ccccn4)CC3)cc2s1	1.1%	0.0%	nt	-0.3%	-3	-8	19%	1.3%	-5%	-1.6%
CCCOc1ccccc1C(=O)N(Cc1ccc(C)o1)C1CCS(=O)(=O)C1 (stereo not drawn)	nt	0.2%	nt	0.5%	nt	nt	13%	1.2%	-4%	nt
COc1ccc(-c2csc(NC(=O)CN3C(=O)CCC3=O)n2)cc1OC	-4.1%	-0.7%	i	2.5%	-5	35	6%	2.3%	-3%	-1.5%
CC(C)=NOC(=O)c1ccc(-c2ccccc2)cc1	-2.3%	-0.1%	i	7.0%	16	8	3%	2.0%	-3%	-1.0%
CCN(CC)C(=O)c1cn(CCC#N)nc1-c1ccc(F)cc1	-0.1%	-0.3%	i	-0.1%	0	-6	9%	-2.0%	1%	-0.9%
Cc1sc2ncnc(Sc3nnnn3-c3ccccc3)c2c1C	-1.4%	-1.5%	i	0.2%	-14	-34	1%	42%	-3%	-0.7%

The last six compounds of the part before lead into the next.
SMILES	XIAP displacement	West Nile virus CPE	Yfh1-depleted yeast	K1F lysis inhibition	WT yeast gro inh	WT yeast gro inh mutant strain	Large T inhibition	RSV CPE inhibition	Dengue-2 NS5 capping	CSM14.1 death rescue	others
Cc1nc2ccc(C(=O)N3CCN(c4ccccn4)CC3)cc2s1	1.1%	0.0%	nt	-0.3%	-3	-8	19%	1.3%	-5%	-1.6%
CCCOc1ccccc1C(=O)N(Cc1ccc(C)o1)C1CCS(=O)(=O)C1 (stereo not drawn)	nt	0.2%	nt	0.5%	nt	nt	13%	1.2%	-4%	nt
COc1ccc(-c2csc(NC(=O)CN3C(=O)CCC3=O)n2)cc1OC	-4.1%	-0.7%	i	2.5%	-5	35	6%	2.3%	-3%	-1.5%
CC(C)=NOC(=O)c1ccc(-c2ccccc2)cc1	-2.3%	-0.1%	i	7.0%	16	8	3%	2.0%	-3%	-1.0%
CCN(CC)C(=O)c1cn(CCC#N)nc1-c1ccc(F)cc1	-0.1%	-0.3%	i	-0.1%	0	-6	9%	-2.0%	1%	-0.9%
Cc1sc2ncnc(Sc3nnnn3-c3ccccc3)c2c1C	-1.4%	-1.5%	i	0.2%	-14	-34	1%	42%	-3%	-0.7%
c1ccc(-c2ccc(-c3ccccn3)s2)nc1	nt	-0.5%	i	1.2%	nt	nt	6%	9.8%	-3%	nt
O=C(Nc1ccccc1C(=O)N1CCCCC1)c1ccc(Cl)cc1Cl	nt	-0.3%	nt	-0.7%	nt	nt	2%	2.2%	-1%	nt
COc1ccccc1C(=O)C1CCCN(C(=O)c2cn3cc(Cl)ccc3n2)C1 (stereo not drawn)	-3.5%	-0.7%	i	-0.5%	-4	3	10%	1.0%	-3%	0.6%
Cn1c(NC(=O)c2ccc(S(=O)(=O)N3CCOCC3)cc2)cc(=O)n(C)c1=O	-1.9%	0.2%	i	1.5%	-2	11	19%	0.4%	2%	-1.3%
CCCCCCCNC(=O)C1(CC2CC(c3cccc(Br)c3)=NO2)CCN(C(=O)C2(C)CC2)CC1 (stereo not drawn)	nt	nt	nt	1.9%	nt	nt	13%	5.6%	-6%	nt
Cc1ccc2oc(=O)n(CC(=O)c3ccc(F)cc3)c2c1	nt	-0.7%	i	-0.4%	nt	nt	-15%	-0.1%	0%	nt
O=C(CSc1nc2ccc(Cl)cc2[nH]1)Nc1ccc2c(c1)CCC2	-0.6%	-0.8%	i	-0.3%[50 µM]	36	7	12%	?	2%	-2.9%
CCC1CCCCN1C(=O)CCc1nnc(Cc2c[nH]c3ccccc23)o1 (stereo not drawn)	-2.0%	-0.4%	i	-0.1%	12	1	6%	0.8%	-1%	0.8%
C=CCn1c(=O)/c(=C/c2ccc(Cl)cc2)s/c1=C(/C#N)c1nnc2n1CCCCC2	-7.4%	2.4%	i	0.2%	19	13	6%	9.8%	2%	-1.0%
CSc1ncc(S(=O)(=O)c2ccccc2)c(=O)[nH]1	-7.6%	0.1%	i	-2.3%	0	9	19%	1.7%	0%	nt
Cc1ccc(S(=O)(=O)N2CCOCC2)cc1NC(=O)COC(=O)COc1cccc2c1OC(C)(C)C2	nt	nt	nt	0.4%[50 µM]	nt	nt	15%	0.8%	-7%	nt
C[C@@H]1C[C@@H]2OC(=O)[C@]3(C)[C@H]2[C@@H](OC3(C)O)[C@]2(C)C(=O)CC[C@H]12 (stereo partly drawn)	nt	0.5%	i	nt	nt	nt	6%	4.0%	nt	nt
Cc1ccc(N(C(=O)CCC(=O)Nc2cc(C)on2)C(C(=O)NC2CCCC2)c2ccccc2)cc1 (stereo not drawn)	2.5%	-2.1%	i	0.1%	-11	-9	15%	0.6%	2%	0.4%
Cc1ccc2c(c1)cc(CN(Cc1cccs1)C(=O)c1ccco1)c1nnnn12	-3.5%	0.3%	i	0.9%	53	29	17%	4.9%	-8%	0.2%
COC(=O)CS(=O)(=O)c1cccc2cccnc12	-5.1%	0.2%	i	0.2%	6	6	17%	1.6%	-4%	-1.1%
Cn1ccnc1Sc1ccc(C(N)=O)cc1[N+](=O)[O-]	-13%	-0.1%	i	0.4%	-7	13	7%	-1.7%	-10%	2.5%
OCC(Cc1ccc2c(c1)OCO2)C(CO)Cc1ccc2c(c1)OCO2 (stereo not drawn)	nt	-0.4%	i	8.3%	nt	nt	19%	1.1%	-1%	nt
CCOC(=O)c1cnc2ccc(C(=O)OC)cc2c1Nc1ccc(C(=O)O)cc1	-3.1%	0.1%	i	-0.1%	-3	12	7%	-1.6%	-4%	2.0%
CCS(=O)(=O)N1CCN(c2ccc(S(=O)(=O)N3CCOCC3)cc2)CC1	-19%	nt	nt	-0.3%	-6	-8	-1%	3.6%	-4%	-0.7%
Cc1cc(C)cc(NC(=O)c2cccc(C(=O)Nc3cc(C)cc(C)c3)n2)c1	nt	-0.2%	nt	0.2%	nt	nt	31%	0.7%	0%	nt	Dengue-2 NS5 capping pilot replicate=4.6
CC(c1ccc(F)cc1)n1c(-c2cccs2)n[nH]c1=S (stereo not drawn)	-2.6%	-0.2%	i	0.2%	36	18	-2%	0.8%	-10%	-1.3%
COc1ccc2c(c1)CCc1c(C(=O)N3CC4(C)CC3CC(C)(C)C4)noc1-2 (stereo not drawn)	-5.3%	?	i	8.0%	73*	29*	8%	-3.2%	-2%	nt
O=C(NC1CCCCC1)N1CCCCCCC1	-1.8%	0.0%	i	0.6%	-11	-9	0%	-0.5%	-5%	0.0%
O=C(c1cccc([N+](=O)[O-])c1)N1CCN(c2n[nH]c(=O)[nH]c2=O)CC1	nt	0.2%	i	-0.2%	nt	nt	24%	0.8%	-12%	nt
CCc1nn(CC(=O)NCCN2CCOCC2)c(=O)c2cc3c(OC)cccc3n12	nt	0.0%	nt	-0.1%	nt	nt	13%	1.0%	11%	nt
CS(=O)(=O)N1CCN(c2ccccc2NC(=O)c2ccc(-c3ccc(Cl)cc3Cl)o2)CC1	-8.4%	0.2%	i	7.6%	19	21	1%	0.8%	-8%	nt
